# ST2 inh – blocks human ST2 binding to IL-33; actives 2.3% (n = 78,000); inhibition, % for hits at 17 µM; AlphaLISA ST2-Fc/biotin-IL-33 interaction, 1 h; in the data active = inhibition above about 30%; inconclusive = mostly about 10% to 28%
# Target sequence (Q01638 whole entry, looked up): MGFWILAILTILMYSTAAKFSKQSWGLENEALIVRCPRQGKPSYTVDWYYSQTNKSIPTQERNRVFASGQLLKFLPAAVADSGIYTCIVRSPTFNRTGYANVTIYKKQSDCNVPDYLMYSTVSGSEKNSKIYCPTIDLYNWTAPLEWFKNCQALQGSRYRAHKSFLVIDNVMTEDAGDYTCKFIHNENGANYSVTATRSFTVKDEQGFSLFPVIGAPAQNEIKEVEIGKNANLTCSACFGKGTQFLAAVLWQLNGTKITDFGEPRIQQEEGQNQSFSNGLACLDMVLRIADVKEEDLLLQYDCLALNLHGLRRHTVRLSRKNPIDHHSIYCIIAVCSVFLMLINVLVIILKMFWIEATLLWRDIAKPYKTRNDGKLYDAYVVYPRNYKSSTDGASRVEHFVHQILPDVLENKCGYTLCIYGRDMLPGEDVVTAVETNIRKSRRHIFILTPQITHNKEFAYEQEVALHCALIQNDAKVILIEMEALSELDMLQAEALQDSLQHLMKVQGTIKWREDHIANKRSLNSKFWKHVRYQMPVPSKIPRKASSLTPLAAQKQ
# Numbers without * were called inactive; i = inactive; ? = inconclusive. This is a subset, so the mix of outcomes need not match the whole.
Compound | ST2 inh
O=C(C[C@@H]1C(C(=O)OCCc2ccc(O)c(O)c2)=CO[C@@H](O[C@@H]2O[C@H](CO)[C@@H](O)[C@H](O)[C@H]2O)/C1=C\CO)OCCc1ccc(O)c(O)c1 | ?
CC(C)CC(NC(=O)c1cnnn1-c1ccccc1)c1ncnn1C (centres undefined) | ?
CCn1cc(C2=NC(C)(C)CO2)c2ccccc21 | i
O=C(NCCSc1c[nH]c2ccccc12)C(c1ccccc1)c1ccccc1 | i
Cc1nc(SC2CC(=O)N(c3ccc(Br)cc3)C2=O)c(C#N)c(C)c1C (centres undefined) | i
Cc1nn(CCCC(=O)Nc2c(Cl)cccc2Cl)c(C)c1[N+](=O)[O-] | i
CCOc1ccc(C(=O)NCc2cccnc2)cc1[N+](=O)[O-] | i
CCN(CC)C(=O)Cn1cnc2sc(C(=O)Nc3cccc(Cl)c3)c(C)c2c1=O | ?
COc1ccc(N2CCN(c3ncnc(N)c3[N+](=O)[O-])CC2)cc1 | ?
O=[N+]([O-])c1ccccc1Sc1c(-c2ccccc2)nc2ncccn12 | i
CCOc1cc(S(=O)(=O)NCc2cccnc2)ccc1Cl | i
CN1CCC2(CC1)CN(C(=O)CN1CCOC1=O)CCCN2C | ?
COc1ccc(-c2nc(NCc3ccc(F)cc3)c3ccccc3n2)cc1OC | i
CCCCN(CC)S(=O)(=O)c1ccc(C(=O)Nc2nnc(COC)o2)cc1 | i
Cc1ccc(Sc2c(C)nn(C(=O)CNS(=O)(=O)c3ccc(F)cc3)c2C)cc1 | ?
Cc1cc(Br)ccc1OCC(=O)N1CCCC1 | i
CC1(C)CC(=O)C2=C(C1)c1c(ccc3ccccc13)NC2c1ccncc1 (centres undefined) | i
CCOC(=O)C1=C(C)NC2=C(C(=O)C(C(=O)OC)C(C)C2)C1c1cccc(Br)c1 (centres undefined) | i
CC(C)(C)C(=O)N1CCN(Cc2ccccc2)CC1 | i
COc1ccc(/C=C(/NC(=O)c2ccco2)C(=O)Nc2ccc(Br)cc2)cc1 | i
Cc1ccc(N2C(=O)C3C4C=CC(C4)C3C2=O)cc1F (centres undefined) | i
Cc1ccc(C(=O)Nc2ccc3c(c2)oc2ccccc23)o1 | ?
COc1cccc(-c2noc3c2CN(c2ncnc4c2CCC4)CC3)c1 | ?
COc1ccc(C2C(C(=O)NCc3ccccn3)c3cc(OC)c(OC)cc3C(=O)N2C)cc1 (centres undefined) | ?
CSc1ccc(-c2nc(CSCC(=O)N(C)CCC#N)c(C)o2)cc1 | ?
CC(=O)c1c(C)oc2ccc(N(C(C)=O)S(=O)(=O)c3ccc(C)cc3)cc12 | i
Cc1ccc(C)c(OCC(=O)NCc2ccco2)c1 | ?
COC(=O)C(C)Sc1nc2c([nH]c3ccccc32)c(=O)n1-c1ccc(OC)cc1 (centres undefined) | ?
O=C(NCc1nccs1)c1nn(CC2CC2)c2c1CN(C(=O)c1cn3ccccc3n1)CC2 | i
CCN(Cc1ccsc1)Cc1noc(C2CCC2)n1 | ?
CC1=C(C(=O)OCCCc2ccccc2)C(c2ccc(F)c(Br)c2)CC(=O)N1 (centres undefined) | i
CCCN(CC1CCCO1)C(=O)CC1(c2ccccc2F)CC(=O)N(C2CCCC2)C1=O (centres undefined) | i
Cc1c(O)ccc2c(=O)c(Oc3ccccc3)coc12 | i
C=C(C)CSC1=C(C#N)C(c2ccsc2)CC(=O)N1 (centres undefined) | ?
Cc1nn(Cc2ccccc2)c(C)c1NC(=O)CCCn1nc(C)c([N+](=O)[O-])c1C | i
COc1ccc(N2S(=O)(=O)c3ccccc3S2(=O)=O)c(OC)c1 | i
CS(=O)CCC/C(=N/OS(=O)(=O)O)S[C@@H]1O[C@H](CO)[C@@H](O)[C@H](O)[C@H]1O (some centres undefined) | i
CN1CCC(Cc2noc(-c3ccc(-c4ccn[nH]4)cc3)n2)CC1 | i
O=C(CC(c1ccccc1)c1ccccc1F)NCCc1cnc[nH]1 (centres undefined) | i
COc1ccc(C(O)c2nc3ccccc3n2C(C)C)cc1OC (centres undefined) | ?
COCCCNC(=O)CSc1c2c(nc3ccc(Cl)cc13)CCCC2 | i
CN(CCCC1CCCO1)C(=O)C1(N)CC1 (centres undefined) | i
Nc1nonc1-c1nc2ccccc2n1Cc1ccc(F)cc1Cl | i
CCC1Oc2ccccc2N(CC(=O)N(C)CCC#N)C1=O (centres undefined) | i
CCn1ccc(-c2[nH]cnc2-c2ccccc2)n1 | i
Cc1nc2n(COCCO)cnn2c(=O)c1Br | i
CCC(=O)c1cc2c(cc1NC(=O)c1ccc(C)cc1)OCCO2 | i
O=C(CSc1nc2c(sc3ccccc32)c(=O)n1CCc1ccccc1)NCC1CCCO1 (centres undefined) | ?
O=C(CSc1nnc(-c2ccncc2)n1Cc1ccco1)c1cccc([N+](=O)[O-])c1 | i
CCSC1=N/C(=C\c2ccc3c(c2)OCO3)C(=O)S1 | 55%*
CC1=C(C(N)=O)C(c2ccccc2)n2nc(SCc3ccccc3)nc2N1 (centres undefined) | i
Cc1cc(C)n(-c2ccc(C(=O)NCc3n[nH]c4c3CCC4)cc2)n1 | i
C(=C\c1ccccn1)/c1cccc(-n2cnnc2)c1 | i
CCn1cc(NC(=O)c2cccc(CN3CCCC3c3cc(C)no3)c2)nn1 (centres undefined) | i
O=C(C[C@@H]1CCNC[C@@H]1Cc1cc(COc2ccccc2)on1)NCc1ccco1 | i
Nc1ccc(-c2ccc(S(=O)(=O)c3cccc(N)c3)cc2N)cc1 | ?
Cc1ccc(NC(=O)CSc2nnc3nc(C)cc(C)n23)cc1 | i
C#CCNC(=O)C[C@@H]1C[C@@H](C(C)C)[C@H](CNC(=O)c2cccnc2)C=C1C | i
c1ccc(-c2cc3c(N4CCOCC4)ncnc3s2)cc1 | i
Nc1nnc(C2CCCCC2)s1 | i

# Other records
Compound | ST2 inh
C/C=C(\C)C(=O)OC(COc1c2occc2c(OC)c2ccc(=O)oc12)C(C)(C)O (centres undefined) | i
Cc1ccc(NCC(O)C(O)C(O)CO)cc1C (centres undefined) | i
Cc1cc(Br)ccc1OCc1nc(-c2ccccc2)no1 | i
Cc1ccc(S(=O)(=O)N(CCCN2CCOCC2)Cc2cccs2)cc1 | i
CCC(=O)N1CCc2cc(Br)cc(S(=O)(=O)Nc3ccc(F)cc3)c21 | i
Cc1cc(C)cc(-n2c(CN3CCN(C(=O)Nc4ccc5c(c4)CCC5)CC3)nc3cccnc32)c1 | i
C=C(C)CC1N(c2ccc(F)cc2)C(=O)C2C(C(=O)O)C3C=CC21O3 (centres undefined) | i
CC1=C(C(=O)Nc2ccc(C)cn2)C(c2ccc(F)cc2)C2=C(CCCC2=O)N1 (centres undefined) | ?
COC(=O)[C@@H]1Cc2ncn(Cc3ccc(OC)cc3)c2CN1S(=O)(=O)c1ccc(F)cc1 | i
CCOC(=O)c1c(NCc2ccccc2O)sc2c1CCCC2 | i
CC(C)CN(CC(C)C)C(=O)CN1C(=O)c2ccccc2C1=O | i
COCc1nc(N2CC(n3nc(C)cc3C)C2)c2cnn(C)c2n1 | i

# Rewritten as labelled records: entries from further up.
C/C=C(\C)C(=O)OC(COc1c2occc2c(OC)c2ccc(=O)oc12)C(C)(C)O (centres undefined)
  ST2 inh = i

Cc1ccc(NCC(O)C(O)C(O)CO)cc1C (centres undefined)
  ST2 inh = i

Cc1cc(Br)ccc1OCc1nc(-c2ccccc2)no1
  ST2 inh = i

Cc1ccc(S(=O)(=O)N(CCCN2CCOCC2)Cc2cccs2)cc1
  ST2 inh = i

# The list continues:
Compound | ST2 inh
CN1CCN(c2nc3cc(C(F)(F)F)ccc3n3cccc23)CC1 | i
C=CCc1ccc(OCCOc2cc(C=O)ccc2OC)c(OC)c1 | i
CCc1ccccc1C(=O)N1C[C@@H](C(=O)O)C[C@@H](C(=O)NCc2ccccn2)C1 | ?
O=C(CCNC(=O)c1ccccc1F)NC(CF)Cc1ccccc1 (centres undefined) | i
O=C(Cn1c(=O)sc2ccccc21)NCc1ccccc1Cl | i
CCOC(=O)c1c(NC(=O)c2cc(-c3cccs3)on2)sc(C)c1C | ?
O=C(Nc1cccc(O)c1)c1noc2c1CCCCC2 | ?
COc1nc2ccccc2cc1-c1cc(N)ccn1 | ?
CC(C)Cc1nnc(NC(=O)Cc2ccc(F)cc2)s1 | ?
COC(=O)[C@H](Cc1ccc(OC)cc1)NC(=O)[C@@H]1CNCCN1S(=O)(=O)c1ccccc1 | ?
COc1ccc(C(=O)N2CCCCC2)cc1[N+](=O)[O-] | i
COc1ccccc1-c1ccnc(N[C@H]2CO[C@H]3[C@@H]2OC[C@@H]3NS(=O)(=O)c2cccc3cccnc23)n1 | i
CN(C)CCC1CN(C(=O)C2CCC2)CCO1 (centres undefined) | i
NS(=O)(=O)c1ccc(N2CCC(c3ccc(Cl)cc3)=N2)cc1 | i
O=C(Nc1ccc(Cl)cn1)c1cnc(N2CCN(c3ccccn3)CC2)c2ccccc12 | i
CCC1Oc2ccccc2N(CC(=O)NCCCN2CCCCC2CC)C1=O (centres undefined) | i
CCN(CC)C(=O)CSC1=NC(=O)CC(=O)N1c1ccc(F)cc1 | i
CSc1nc2c(c(=O)n1-c1ccc(F)cc1)SCC2 | i
CCOC(=O)Cn1c(=O)n(-c2ccc(F)cc2)c2nc(-c3ccc(OCC)cc3)nc(C(N)=O)c21 | i
Fc1cccc(C2NCCc3c2[nH]c2ccccc32)c1 (centres undefined) | i
COc1cc(NC(=O)N2C[C@@H]3C[C@H](C2)c2ccc(NS(=O)(=O)c4ccccc4)c(=O)n2C3)cc(OC)c1 | i
COc1cc(-c2nc3nc[nH]n3c2Nc2ccc(C(C)C)cc2)ccc1O | ?
CCC(C)Oc1c(Cl)cc(-c2ncc[nH]2)cc1OC (centres undefined) | i
CCOCCCNc1c(-c2ccccc2)nc2cnccn12 | ?

# Among those listed so far, these have a Cl atom:
Compound | ST2 inh
Cc1nn(CCCC(=O)Nc2c(Cl)cccc2Cl)c(C)c1[N+](=O)[O-] | i
CCN(CC)C(=O)Cn1cnc2sc(C(=O)Nc3cccc(Cl)c3)c(C)c2c1=O | ?
CCOc1cc(S(=O)(=O)NCc2cccnc2)ccc1Cl | i
COCCCNC(=O)CSc1c2c(nc3ccc(Cl)cc13)CCCC2 | i
Nc1nonc1-c1nc2ccccc2n1Cc1ccc(F)cc1Cl | i
O=C(Cn1c(=O)sc2ccccc21)NCc1ccccc1Cl | i
NS(=O)(=O)c1ccc(N2CCC(c3ccc(Cl)cc3)=N2)cc1 | i
O=C(Nc1ccc(Cl)cn1)c1cnc(N2CCN(c3ccccn3)CC2)c2ccccc12 | i
CCC(C)Oc1c(Cl)cc(-c2ncc[nH]2)cc1OC (centres undefined) | i

# Continued.
Compound | ST2 inh
O[C@@H]1C[C@@H](c2nc(-c3cccnc3)no2)N(Cc2ccccc2)C1 | i
CC(=O)Nc1ccc(S(=O)(=O)N[C@H]2CO[C@H]3[C@@H]2OC[C@@H]3Nc2nccc(C(C)(C)C)n2)cc1 | i
CC(NC(=O)c1ccc2c(c1)OCO2)C(c1cccs1)N1CCOCC1 (centres undefined) | i
Cc1ccc(N2NC(=O)/C(=C\c3ccc(Br)cc3)C2=O)cc1C | ?
CN(C)N1C(=O)CC(Nc2ccccc2)C1=O (centres undefined) | i
Cc1ccc(Cn2c(CNS(=O)(=O)c3cccc(Cl)c3)nc3cccnc32)cc1 | i
Cc1cc(CN2CCCC2)ccc1Oc1ccc(-c2ccccc2)nn1 | ?
COc1ccc(S(=O)(=O)N2CC[C@H](c3nc4ccccc4n3C)C2)cc1 | i
COc1cccc(C2CC(c3ccc(Cl)cc3Cl)Nc3nc(N)nn32)c1 (centres undefined) | i
COCCCNc1nc(-c2ccc(Cl)cc2)nc2ccccc12 | i
O=c1oc2ccccc2c(N2CCN3CCCC3C2)c1[N+](=O)[O-] (centres undefined) | i
O=S(=O)(Cc1ccccc1)N1CCN(c2cc(-c3cccc(F)c3)ncn2)CC1 | i
C=C(C)C1CCC(C)OC1c1ccc2c(c1)OCO2 (centres undefined) | ?
O=C(CN1CCN(Cc2cccc(Cl)c2)C1=O)NCc1ccccn1 | i
COc1ccc(N2CCN(C(=O)c3cn(C)c(=O)c4cc(OC)c(OC)cc34)CC2)cc1 | 46%*
Cc1cc(C)c(NS(=O)(=O)c2ccc(NC(=O)c3ccccc3[N+](=O)[O-])cc2)c(C)c1 | i
Cc1ccc(-n2c(SCC(=O)N3CCCc4ccccc43)nc3c(c2=O)SCC3)cc1 | ?
c1ccc(-c2ccc(CN3CCCC3)cn2)c(CN2CCOCC2)c1 | i
Cn1ncc2c(N3CCC(O)(c4ccccc4)C3)nc(-c3cccnc3)nc21 (centres undefined) | ?
CC(C)=CCn1c(N2CCCCCC2)nc2c1c(=O)[nH]c(=O)n2C | i
NC(=O)Cc1c[nH]c2cccc(O)c12 | 101%*
Cc1ccccc1C(=O)N1CCN=C1SCc1cccnc1 | i
O=C(CS(=O)(=O)c1cn(Cc2cccc(F)c2)c2ccccc12)N1CCCCC1 | i
CC(=O)NCCc1ccc(S(=O)(=O)Nc2ccc3c(c2)OCCO3)cc1 | i
COc1ccc(CNC(=O)[C@@H](C)C2CC[C@@]3(C)CC[C@H](NC(=O)c4cnccn4)[C@@H](C)[C@@H]3[C@H]2O)cc1 (some centres undefined) | i
O=c1c(C=NCc2ccco2)c(-c2ccccc2)[nH]n1-c1nc2ccccc2s1 | ?
Cc1ccc(OCCN2CCC(C)CC2)c([N+](=O)[O-])c1 | i
CCOc1ccc(N2CC(NC(=O)Cc3ccc(F)cc3)CC2=O)cc1 (centres undefined) | i
O=C1Nc2ccccc2S/C1=C\C(=O)N1CCC2(CC1)OCCO2 | ?
CCNC(=O)NCCC1CN(C2CCCCCC2)CCO1 (centres undefined) | i
Cc1ccc(S(=O)(=O)Nc2cccc3ncccc23)cc1 | i
COc1ccccc1C1C(C(=O)Nc2nc3ccccc3s2)=C(C)NC2=C1C(=O)CC(C)(C)C2 (centres undefined) | i
COc1cccc(C2C(N3C(=O)c4ccccc4C3=O)C(=O)N2c2cccc(OC)c2)c1 (centres undefined) | ?

# High-throughput results (PubChem)
